bIAP inh – intestinal alkaline phosphatase (bovine) inhibition. purified bovine IAP, CDP-star luminescence, 30 min. inhibition, % at 20 µM. 190,000 tested, under 10 active;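 active = over 50% inhibition of intestinal alkaline phosphatase at 20 µM in the single-dose screen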
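Assay system – bovine IAP enzyme · Quantity – bovine IAP at 1/65,000,000 final dilution · Detection – CDP-star luminescence signal · Times – 30 min reaction at room temperature · Also added – CDP-star substrate at 30 µM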
Lmaj promast – inhibitors of Leishmania major promastigote growth; Leishmania major promastigotes, resazurin fluorescence viability; inhibition, % at 10 µM; 9% of 200,000 active; in the data active = inhibition above about 50%;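 also: promastigotes grown with compound for 44 hours at 28 °C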
SRC2 TRFRET art – TR-FRET artefact, counter-screen to PPARgamma/SRC-2 agonist assay. stronger effect = higher value. TR-FRET ratio at 8 µM. 0.4% of 200,000 active. AID 1049; in the data active = TR-FRET ratio above about 2000; also: inactives centre near 1500; reference of the scale not given here
Redox H2O2 prof – compounds producing H2O2 with reducing agent – biochemical, NIH compound library profiling, artefact control for MLSCN library redox annotation, primary screen. DTT-dependent redox cycling H2O2, phenol red/HRP absorbance; 100% = 100 µM peroxide control, 0% = buffer. activation, % at 10 µM. 0.03% of 200,000 active;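 active = activation of at least 50% relative to the plate's high and low controls in the primary single-dose screen; inactive = activation below 50%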;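 also: compound incubated with DTT at 0.8 mM final as the reducing agent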
PPARg SRC3 recr – agonists of human PPARgamma SRC-3 coactivator recruitment | P37231 | 0.26% of 200,000 active | biochemical PPARgamma/SRC-3 coactivator recruitment assay | activation, % at 8 µM | AID 731; in the data active = activation above about 23%;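 also: 0% = DMSO and 100% = reference agonist; some compounds past the cut are filed as inactive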
RAM inhibit – yeast RAM network inhibition; 1.8% of 190,000 active; S. cerevisiae dse1pr::URA3 reporter, 5-FOA growth OD615, 2 d; analog-sensitive cbk1-as2 kinase mutant strain; AID 868; inhibition, % at 50 µM;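 active = inhibition above a set limit, 3 SD over mean compound inhibition, cut at about 8.4% in these data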;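 also: 0% = DMSO-only wells with no growth and 100% = 10 µM 1-NA-PP1 full growth; inhibition rescues growth on 5-FOA so higher OD means more RAM inhibition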
PPARg SRC-1 ag – PPARgamma-driven SRC-1 recruitment agonism; AID 631; PPARgamma-SRC-1 coactivator recruitment biochemical assay; P37231; 0.41% of 200,000 active; activation, % at 8 µM; in the data active = activation above about 19%;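 also: 0% = DMSO and 100% = reference agonist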
ROMK mod – modulators of human ROMK potassium channel; Tet-inducible ROMK, thallium flux fluorescence; actives lie on both sides; 2% of 130,000 active; B-score at 10 µM;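 active = signal ratio slope over the read window, or its plate-corrected B-score, at least 3 SD from the plate mean, either direction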;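 also: B-score of the F/F0 ratio slope over 7 to 12 s after thallium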
Target sequence (P48048 whole entry, looked up): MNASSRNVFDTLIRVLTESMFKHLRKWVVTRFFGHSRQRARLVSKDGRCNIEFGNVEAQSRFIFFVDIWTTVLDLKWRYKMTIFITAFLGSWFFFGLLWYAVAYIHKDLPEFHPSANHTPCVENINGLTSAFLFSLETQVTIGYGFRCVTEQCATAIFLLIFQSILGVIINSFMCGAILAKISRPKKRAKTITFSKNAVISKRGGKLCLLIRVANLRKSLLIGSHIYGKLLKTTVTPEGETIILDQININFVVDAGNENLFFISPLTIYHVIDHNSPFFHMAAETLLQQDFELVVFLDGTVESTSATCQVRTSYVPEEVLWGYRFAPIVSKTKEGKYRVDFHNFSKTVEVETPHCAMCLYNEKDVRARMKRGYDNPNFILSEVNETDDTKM
PPARg SRC-2 ag – promotes SRC-2 coactivator recruitment by human PPARgamma | P37231 | PPARgamma LBD-SRC-2 recruitment, biochemical | activation, % at 8 µM | 0.34% of 200,000 active | AID 1032; in the data active = activation above about 22%;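 also: 0% = vehicle and 100% = reference agonist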
S1P3 antag – antagonists of human S1P3 receptor; Q99500; CHO S1P3 NFAT-BLA reporter, FRET fluorescence, antagonist mode; inhibition, % at 4.98 µM; 0.27% of 170,000 active;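 active = inhibition above the plate cutoff, the mean inhibition of test wells on that plate plus 3 SD, cut at about 28% in these data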;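 also: cells challenged with S1P at its EC80 of 0.8 µM; blue over green emission ratio from cleaved BLA substrate after 4 h stimulation; 0% = S1P-stimulated wells and 100% = unstimulated DMSO-only wells; some compounds past the cut are filed as inactive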
Target sequence (Q99500 whole entry, looked up): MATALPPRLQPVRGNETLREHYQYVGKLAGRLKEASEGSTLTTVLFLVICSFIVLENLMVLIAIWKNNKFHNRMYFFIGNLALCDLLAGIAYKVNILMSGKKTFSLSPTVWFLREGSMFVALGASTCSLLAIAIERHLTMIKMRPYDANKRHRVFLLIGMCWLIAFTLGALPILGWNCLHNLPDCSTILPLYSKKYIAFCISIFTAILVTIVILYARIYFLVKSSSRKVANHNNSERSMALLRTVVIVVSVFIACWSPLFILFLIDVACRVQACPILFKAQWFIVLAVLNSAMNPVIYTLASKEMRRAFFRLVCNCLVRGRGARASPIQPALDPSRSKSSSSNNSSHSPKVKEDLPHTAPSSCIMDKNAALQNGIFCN
Efa HMGR inh – E. faecalis class II HMG-CoA reductase inhibition; inhibition, % at 10 µM; 0.41% of 190,000 active; purified E. faecalis HMGR, NADPH absorbance 340 nm kinetic;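 active = inhibition above a set limit, the median over all tested compounds plus 3 SD, cut at about 9.5% in these data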;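 also: enzyme runs in reverse so mevalonate oxidation gives rising NADPH absorbance; 0% = complete reaction with DMSO and 100% = background rate lacking mevalonate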
* = called active by the depositor; . = not tested or not shown; & = joins results of further samples. Not a hit list; about 13% have a hit in one of these screens.

The line under a structure holds: bIAP inh	Lmaj promast	SRC2 TRFRET art	Redox H2O2 prof	PPARg SRC3 recr	RAM inhibit	PPARg SRC-1 ag	ROMK mod	PPARg SRC-2 ag	S1P3 antag	Efa HMGR inh
Cc1cccc(-c2nnc3n2N=C(c2ccccc2)CS3)c1
  6	20	1738	2.0	2	0.9	5	0.15	4	.	-3
Cc1cc2c(c(=O)n1CCc1ccccc1)C(C(C)C)C(C#N)=C(N)O2 (stereo not drawn)
  6	-3	1439	0.1	1	2.3	0	0.24	4	10	-1
Cc1cc(C(=O)CSc2nnc(-c3cccnc3)n2-c2ccccc2F)c(C)n1CC1CCCO1 (stereo not drawn)
  -6	-7	1367	0.2	3	0.3	-1	-0.052	8	.	2
O=C1NC2(CCCCC2)C(=O)N1CCN1C(=O)c2ccccc2C1=O
  4	-1	1573	0.4	2	-0.1	-7	-0.2	7	-9	-3
COc1cc2c(cc1NS(=O)(=O)N1CCCCC1)oc1ccccc12
  9	96*	1354	-0.6	4	3.6	-1	.	2	.	-1
CCC(=O)N1CCc2cc(S(=O)(=O)NCCC(=O)N3CCN(Cc4ccccc4)CC3)ccc21
  -4	1	1599	2.3	1	4.3	1	.	7	.	-9
Cc1cccc(Cn2c(C(C)O)nc3ccccc32)c1 (stereo not drawn)
  6	11	1492	1.2	5	1.1	4	.	-1	-20	-1
CCn1c(-c2cc(-c3ccc(OC(C)C)cc3)nc3ccccc23)n[nH]c1=S
  -27	44	1589	-1.6	-5	2.2	-2	0.75	-2	.	-2
Nc1ncc2c(n1)-c1cc(Cl)ccc1SC2
  -14	1	1525	-0.7	1	2.2	3	-0.011	-2	-6	-3
Cc1nnc(SCC(=O)Nc2ccc3c(c2)OCO3)n(N)c1=O
  13	-7	1554	0.2	3	1.2	5	-2	0	-18	-3
COc1cc2ncnc(NCc3ccccc3)c2cc1OC
  -2	27	1466	2.1	3	-0.5	-5	.	6	.	1
Cc1noc(/C=C/N(C)C)c1S(=O)(=O)N1CCN(c2ccccc2)CC1
  2	8	1777	-3.0	5	1.7	-1	.	6	-21	-5
COc1ccc(CN2CCN(S(=O)(=O)c3ccccc3)CC2)c(OC)c1
  8	11	1640	1.7	-1	1.0	2	-0.23	1	-17	-12
O=C(CN1CCN(S(=O)(=O)c2ccccc2)CC1)Nc1cccc(C(F)(F)F)c1
  12	12	1519	1.6	4	0.7	-6	.	-3	-18	-3
Cc1ccccc1OC(=O)n1c(=S)oc2cc(Cl)ccc21
  24	-1	1462	0.6	3	-0.9	4	1.2	-3	.	1
CCCc1cc(=O)n2[nH]c(-c3ccc(Br)cc3)cc2n1
  4	33	1501	3.3	1	4.4	-2	.	7	18	1
CCCCOc1cccc(OCC(=O)Nc2nc3ccccc3[nH]2)c1
  3	21	1425	-0.3	-5	1.9	-6	0.56	-4	-5	2
Cc1cccc(CN2CCSc3sccc3C2=O)c1
  22	6	1682	3.7	2	-0.4	0	-0.26	10	7	-3
COc1cc(/C=C\C(=O)NCc2ccc3c(c2)cc(C)n3C)cc(OC)c1OC
  20	4	1535	0.5	1	5.4	5	0.99	13	-7	-4
CCCCn1c(=O)[nH]c(=O)c2c1nc(-c1ccc(-c3ccccc3Br)o1)n2CC
  12	-1	1649	-3.6	7	3.8	-3	.	9	.	-4
O=C(CCl)NCCCCCCCCCNC(=O)CCl
  40	23	1608	-0.2	3	-0.1	0	0.3	-7	8	-1
CCOC(=O)C1CCCN(S(=O)(=O)c2ccc(OC)c3ccccc23)C1 (stereo not drawn)
  2	6	1477	2.1	14	0.5	-4	.	2	23	.
Cc1nc(NCc2ccco2)c2c3c(sc2n1)CCC3
  0	14	1531	2.1	-7	0.6	9	.	6	5	-9
O=C(Nc1cc(=O)c2ccccc2o1)N1CCOCC1
  10	-3	1461	-0.9	1	0.6	2	.	6	11	3
Brc1ccc(OCc2nnc(SCC3CCCCC3)o2)cc1
  8	-8	1724	0.1	7	2.6	10	-0.35	10	-11	-4
CCCN1C2=NCCN2c2cc(C)c(C)cc21
  1	5	1618	1.6	2	1.9	2	.	9	1	1
Cc1c(=O)n(OCc2ccc(Cl)cc2)c2ccccc2[n+]1[O-]
  13	6	1544	0.4	2	2.4	-5	1.4	-6	-14	1
O=C(COC(=O)C1CCN(S(=O)(=O)c2cc([N+](=O)[O-])ccc2Cl)CC1)Nc1ncc(Cl)cc1Cl
  4	-2	1563	2.8	0	2.1	8	.	4	.	0
Nn1cnnc1SC1CCCCC1NS(=O)(=O)c1ccccc1 (stereo not drawn)
  -10	-7	1642	-2.8	1	-0.4	6	.	7	-3	-4
Cc1sccc1/C=N/NC(=O)c1cccc2ccccc12
  10	10	1703	-0.5	3	3.7	11	-0.29	2	2	0
Cc1ccc(NC(=S)NNC(=O)c2c([N+](=O)[O-])c(C)nn2C)cc1
  -37	-17	1415	0.2	1	1.0	6	2.1	4	.	-2
COc1ccc(Cn2nnc3c(=O)[nH]c(C(=O)NCCc4ccc(F)cc4)nc32)cc1OC
  -10	26	1603	-0.1	7	0.2	-1	.	-4	-20	2
Cc1ccc(-n2c(SCC(=O)Nc3cc(C)on3)nc3ccccc3c2=O)cc1
  7	0	1438	-0.5	-2	6.0	-2	0.84	-1	.	-1
Cc1ccccc1-c1nc(SCc2cccnc2)c2c(=O)n(C)c(=O)n(C)c2n1
  5	37	1641	0.7	3	5.2	2	0.58	8	-17	-2
CCOC(=O)/C(C#N)=C/c1cn(CCOc2ccccc2)c2ccccc12
  17	1	1634	0.8	2	2.7	-1	.	8	-1	0
COc1cc(NC(=O)c2ccc(Br)o2)ccc1NC(=O)C(C)C
  6	0	1390	0.2	-6	1.5	-4	.	2	-23	-1
CCN(CCn1cccn1)C(=O)CC1C(=O)NCCN1Cc1cccc(OC)c1OC (stereo not drawn)
  -2	5	1475	-1.0	-1	0.3	-5	1.5	9	-6	-3
Cc1ccccc1NC(=O)NC1(C(=O)NCCCN2CCOCC2)CCCCC1
  21	-5	1452	0.7	12	0.1	-2	.	-3	.	0
COc1ccc(CCN2C(=O)c3cccc4cccc(c34)C2=O)cc1OC
  5	-1	1590	0.0	3	2.1	-1	0.89	-1	.	-3
CC(C)C(=O)N1CCN(c2ccc(NC(=O)c3ccc([N+](=O)[O-])o3)cc2)CC1
  16	99*	1500	-0.3	4	0.2	2	0.26	6	-3	-5
COc1c2occc2c(OC)c2c(=O)cc(C(F)(F)F)oc12
  10	3	1770	-0.1	1	0.3	-1	-0.077	8	.	2
O=C1CSC(c2ccc(F)cc2)N1c1nnc(C23CC4CC(CC(C4)C2)C3)s1 (stereo not drawn)
  23	1	1477	0.1	4	0.8	-3	-0.24	5	.	1
O=C1CC(c2ccc(F)cc2)SC(N(c2ccccc2)c2ccccc2)=N1 (stereo not drawn)
  41	28	1621	-0.6	0	6.6	4	0.088	3	4	-1
O=c1cc(CO)occ1OCc1ccccc1
  -5	-4	1402	1.3	9	0.9	-3	0.26	-1	.	2
Oc1c(C=C2N=c3ccccc3=N2)sc(=S)n1-c1ccc(F)cc1
  1&12	-1&-1	1357&1617	0.0&-2.1	-3&-2	4.0&4.3	-4&-1	0.14	-7&-1	8	-2&5
Clc1ccc(-c2cn3c(n2)SCC3)cc1
  -12	1	1600	-0.3	0	1.5	3	-1.7	8	-9	1
C=CCNC(=O)C1CC=CCC1C(=O)O (stereo not drawn)
  4	2	1425	0.3	-4	0.4	0	0.74	-2	.	4
O=C(C1CC(=O)N(C2CCCC2)C1)N1CCC(Cc2ccccc2)CC1 (stereo not drawn)
  -7	70*	1518	2.4	0	-0.4	2	.	4	-1	1
COC(=O)/C=C\C(=O)Nc1cccc([N+](=O)[O-])c1
  1	-6	1407	0.3	4	2.0	1	.	-4	-4	0
Cn1c(=O)c(-c2ccccc2)nc2ccccc21
  17	-9	1524	0.0	-7	2.0	2	-0.69	8	.	-6
O=C(O)C1C2C=CC(C2)C1C(=O)NCc1ccoc1 (stereo not drawn)
  -2	-2	1504	-1.4	-5	-1.1	1	.	-13	-13	-2
COC(=O)COc1cccc2c(=O)n(CC(=O)N3CCCc4ccccc43)ccc12
  5	-6	1460	-3.3	-3	1.1	12	.	7	.	-10
Clc1ccc(-c2nnc(CSc3nnc(-c4cccs4)n3Cc3ccccc3)o2)cc1
  14	8	1631	0.7	0	6.0	-1	-2.1	7	-12	4
COc1ccc(-n2c(=O)c3ccccc3n(Cc3ccc(F)cc3)c2=O)cc1OC
  0	-2	1662	-2.7	19	4.2	7	.	9	.	3
Cc1ccc(-n2nc3c(=O)n(CC(=O)c4ccc(F)cc4)nc(C)c3c2C)cc1
  -1	5	1704	0.0	0	4.6	0	-0.28	-9	7	1
CC(C)(C)c1ccc(C(=O)NNC(=S)NCC2CCCO2)cc1 (stereo not drawn)
  -2	-6	1367	-0.1	-5	0.0	-5	.	-5	4	-6
COc1ccc(N2CCN(C(=O)C3CC(O)CN3S(=O)(=O)c3ccc([N+](=O)[O-])cc3)CC2)cc1 (stereo not drawn)
  6	15	1490	-0.2	-1	-1.1	-3	-0.034	-1	-11	-5
COc1ccc(/C(O)=C2/C(=O)C(=O)N(c3ncccn3)C2c2ccc(C(C)(C)C)cc2)cc1 (stereo not drawn)
  2	-7	1658	-1.2	1	4.9	11	0.69	7	-24	-3
Cc1ccc(-n2c(Cc3cccn3C)nnc2SCC(=O)NC2CCCCC2)cc1
  -2	13	1487	-0.7	0	0.5	2	.	-4	23	1
O=C(COc1ccccc1-c1ccccc1)N/N=C/c1ccccn1
  -8	23	1629	0.2	0	11*	5	1	-5	-12	-2

Profiles as entered above. Screens in order: bIAP inh, Lmaj promast, SRC2 TRFRET art, Redox H2O2 prof, PPARg SRC3 recr, RAM inhibit, PPARg SRC-1 ag, ROMK mod, PPARg SRC-2 ag, S1P3 antag, Efa HMGR inh
Cc1ccc(NC(=S)NNC(=O)c2c([N+](=O)[O-])c(C)nn2C)cc1 is listed as -37, -17, 1415, 0.2, 1, 1.0, 6, 2.1, 4, ., -2
COc1ccc(Cn2nnc3c(=O)[nH]c(C(=O)NCCc4ccc(F)cc4)nc32)cc1OC is listed as -10, 26, 1603, -0.1, 7, 0.2, -1, ., -4, -20, 2

The list continues.
The line under a structure holds: bIAP inh	Lmaj promast	SRC2 TRFRET art	Redox H2O2 prof	PPARg SRC3 recr	RAM inhibit	PPARg SRC-1 ag	ROMK mod	PPARg SRC-2 ag	S1P3 antag	Efa HMGR inh
COc1ccccc1C(=O)NC(=S)N1CCCc2ccccc21
  -4	-5	1664	0.7	0	-0.8	-7	.	3	.	1
O=S(=O)(N/N=C/c1ccc(N2CCOCC2)cc1)c1ccccc1
  -30	4	1559	-1.4	3	2.9	8	0.11	10	-17	-1
COC(CNC(=O)CNC(=S)N(CCCN1CCOCC1)Cc1cccs1)OC
  8	-7	1739	-2.7	3	-0.1	8	0.53	3	4	1
Cc1ccc(C2(c3noc(CN(C)Cc4cccnc4)n3)CCCC2)cc1
  -3	6	1537	-1.2	0	0.6	4	-0.12	-4	6	-2

Source: PubChem (several laboratories)
